# TcdB GH inh: TcdB glycohydrolase inhibitors, primary screen, biochemical, single point, plate reader; Toxin B (Clostridioides difficile), P18177; TcdB glycohydrolase enzymatic assay; inhibition, % at 9.99 µM; 0.24% of 350,000 active; AID 652162, 2013; in the data active means inhibition above about 10%
# Active calls of the source: *.
SMILES	TcdB GH inh
COc1ccc(-c2ccc3c(c2)[C@H]2[C@H](CCN2C(=O)Nc2ccccc2OC)[C@H](CO)N3C)cc1	0.6
C[C@@H]1CN([C@H](C)CO)C(=O)c2cc(NC(=O)Nc3ccccc3)ccc2O[C@@H](C)CCCCO[C@@H]1CN(C)C(=O)c1ccccc1	-8.0
COCC(=O)Nc1ccc2c(c1)OC[C@H](C)N(Cc1ccccc1F)C[C@H](C)[C@@H](OC)CN(C)C2=O	-0.1
CCC(=O)N(C)C[C@@H]1Oc2ncc(C#Cc3ccccc3)cc2C(=O)N([C@@H](C)CO)C[C@@H]1C	1.5
COc1ccccc1CNC(=O)C[C@H]1CC[C@H]2[C@@H](COC[C@@H](O)CN2Cc2ccc3c(c2)OCO3)O1	-1.2
CC(=O)N(C)C[C@H]1Oc2ncc(/C=C/c3ccccc3)cc2C(=O)N([C@H](C)CO)C[C@H]1C	0.5
CO[C@H]1CN(C)C(=O)c2cc(NC(=O)c3ccc(Oc4ccccc4)cc3)ccc2OC[C@@H](C)NC[C@@H]1C	1.8
C[C@@H]1CCCCO[C@@H](CN(C)CC2CCCCC2)[C@H](C)CN([C@@H](C)CO)C(=O)c2cc(NC(=O)Nc3ccc(F)cc3)ccc2O1	0.0
COC(=O)C[C@H]1CC[C@@H]2[C@H](COc3ccc(NC(=O)c4ccc(C(F)(F)F)cc4)cc3C(=O)N2C)O1	4.9
C[C@@H]1CN([C@H](C)CO)C(=O)c2cc(-c3cccc(F)c3)cnc2O[C@@H]1CN(C)C(=O)c1cccc(F)c1	-0.6
CO[C@@H]1CN(C)C(=O)c2cc(NS(=O)(=O)c3ccc(Oc4ccccc4)cc3)ccc2OC[C@H](C)NC[C@H]1C	-1.6
C[C@@H]1CN([C@H](C)CO)C(=O)c2cc(Br)cnc2O[C@H]1CN(C)Cc1ccc2c(c1)OCO2	0.1
CCC(=O)N(C)C[C@@H]1Oc2cc(C#C[C@H](C)O)ccc2S(=O)(=O)N([C@H](C)CO)C[C@H]1C	-0.5
C[C@H](CO)N1C[C@H](C)[C@H](CN(C)Cc2ccccc2F)Oc2ncc(C#CCN(C)C)cc2C1=O	-1.4
CCCNC(=O)C[C@@H]1CC[C@@H]2[C@H](COc3ccc(NC(=O)Nc4ccccc4F)cc3C(=O)N2C)O1	0.2
N#Cc1ccc(-c2ccc3c(c2)[C@@H]2[C@@H](CCN2S(=O)(=O)c2cccc(F)c2)[C@@H](CO)N3)cc1	-1.3
O=C(c1cccc(F)c1)N1C[C@@H]2[C@H](c3ccccc31)[C@@H](CO)N2C(=O)C1CCCC1	0.4
CN(C)C(=O)C[C@@H]1C=C[C@H](NC(=O)Nc2cccc(F)c2)[C@@H](CO)O1	-21
C[C@@H]1CN([C@@H](C)CO)C(=O)c2cc(NC(=O)Nc3ccccc3)ccc2O[C@@H](C)CCCCO[C@@H]1CN(C)CC1CCCCC1	0.0
C[C@@H]1CN([C@H](C)CO)C(=O)c2cc(C#Cc3cccc(F)c3)cnc2O[C@@H]1CN(C)CC1CCCC1	-0.8
C[C@@H]1CN([C@@H](C)CO)S(=O)(=O)c2ccc(C3=CCCC3)cc2O[C@@H]1CN(C)Cc1ccccc1F	-9.4
Cc1ccc(S(=O)(=O)Nc2ccc3c(c2)C(=O)N([C@@H](C)CO)C[C@@H](C)[C@H](CN(C)Cc2ccc(-c4ccccc4)cc2)O3)cc1	-0.7
CC(C)NC(=O)N(C)C[C@H]1Oc2c(NC(=O)Nc3ccccc3)cccc2C(=O)N([C@H](C)CO)C[C@H]1C	0.0
C[C@@H]1CN([C@H](C)CO)S(=O)(=O)c2ccc(C#Cc3ccccc3)cc2O[C@@H]1CN(C)C(=O)Nc1ccccc1	-0.1
Cc1ccc(S(=O)(=O)N[C@H]2CC[C@H](CCNC(=O)C3CCC3)O[C@H]2CO)cc1	0.2
CCCN(C)C[C@H]1Oc2cc(C3=CCCCC3)ccc2S(=O)(=O)N([C@H](C)CO)C[C@H]1C	-0.7
C[C@@H]1CN([C@H](C)CO)C(=O)c2c(c3ccccc3n2C)-c2ccccc2CO[C@H]1CN(C)Cc1cccc(F)c1	1.3
COc1cccc(-c2ccc([C@@H]3[C@@H](CO)N4CCCCN(C(=O)c5ccc(F)cc5)C[C@@H]34)cc2)c1	-9.4
C[C@@H]1CN([C@H](C)CO)C(=O)c2cc(NC(=O)Nc3ccc(C(F)(F)F)cc3)ccc2O[C@@H]1CN(C)S(=O)(=O)c1ccc(Cl)cc1	-0.1
C[C@@H]1CN([C@H](C)CO)C(=O)c2cc(Br)cnc2O[C@H]1CN(C)C(=O)C1CCCCC1	-0.9

# Four entries from above, with each value named.
SMILES: CO[C@@H]1CN(C)C(=O)c2cc(NS(=O)(=O)c3ccc(Oc4ccccc4)cc3)ccc2OC[C@H](C)NC[C@H]1C
  TcdB GH inh = -1.6

SMILES: C[C@@H]1CN([C@H](C)CO)C(=O)c2cc(Br)cnc2O[C@H]1CN(C)Cc1ccc2c(c1)OCO2
  TcdB GH inh = 0.1

SMILES: CCC(=O)N(C)C[C@@H]1Oc2cc(C#C[C@H](C)O)ccc2S(=O)(=O)N([C@H](C)CO)C[C@H]1C
  TcdB GH inh = -0.5

SMILES: C[C@H](CO)N1C[C@H](C)[C@H](CN(C)Cc2ccccc2F)Oc2ncc(C#CCN(C)C)cc2C1=O
  TcdB GH inh = -1.4

# (continued)
SMILES	TcdB GH inh
C[C@@H]1CN([C@@H](C)CO)C(=O)c2cccc(NC(=O)c3cnccn3)c2O[C@@H]1CN(C)Cc1ccncc1	0.6
CCCN(C)C[C@H]1Oc2cc(C#Cc3cccc(F)c3)ccc2S(=O)(=O)N([C@@H](C)CO)C[C@H]1C	1.8
O=C(C[C@H]1CC[C@@H](NC(=O)CC2CC2)[C@H](CO)O1)NCc1ccc(-c2ccccc2)cc1	0.4
CC=Cc1ccc2n(c1=O)C[C@@H]1[C@@H](CO)[C@H](C(=O)N(C)C)N(CC3CCOCC3)[C@H]21 (mixture of isomers)	-0.2
CO[C@@H]1CN(C)C(=O)c2ccc(NC(=O)C3CC3)cc2OC[C@@H](C)N(C(=O)c2cnccn2)C[C@H]1C	-0.4
C/C=C/c1ccc([C@@H]2[C@H](CO)N3CCCCN(S(=O)(=O)c4cccs4)C[C@@H]23)cc1	2.0
COc1ccc2c3c([nH]c2c1)[C@@H](CO)N(C(=O)Nc1ccccc1F)CC31CN(C(C)=O)C1	1.8
COCCN(C[C@@H]1N[C@@H](CO)[C@H]1c1ccc(-c2ccccc2)cc1)C(C)=O	0.9
O=C(C[C@@H]1CC[C@H]2[C@@H](COC[C@H](O)CN2C(=O)c2cnccn2)O1)NCc1ccc(F)cc1	0.2
CCC(=O)N1CC2(CCN(Cc3ccccc3Cl)CC2)c2c([nH]c3cc(OC)ccc23)[C@@H]1CO	-0.1
Cc1ccc(S(=O)(=O)Nc2cccc3c2O[C@@H](CN(C)Cc2ccc(C(=O)O)cc2)[C@@H](C)CN([C@H](C)CO)C3=O)cc1	0.7
CO[C@@H]1CN(C)C(=O)c2ccc(NC(=O)C3CC3)cc2OC[C@@H](C)NC[C@H]1C	0.0
CCNC(=O)C[C@@H]1CC[C@H]2[C@@H](COC[C@H](O)CN2C(=O)c2cccnc2)O1	1.0
COc1ccc(S(=O)(=O)N[C@H]2CC[C@H](CC(=O)N3CCc4ccccc4C3)O[C@@H]2CO)cc1	1.1
COc1ccc(S(=O)(=O)N2CC[C@@H]3[C@H](CO)Nc4ccc(-c5cccc(C#N)c5)cc4[C@@H]32)cc1	-0.9
Cc1noc(C)c1NC(=O)Nc1ccc2c(c1)C(=O)N([C@H](C)CO)C[C@@H](C)[C@@H](CN(C)S(=O)(=O)c1ccc(Cl)cc1)O2	-0.4
C[C@@H]1CN([C@@H](C)CO)C(=O)c2cc(NC(=O)Nc3ccc(C(F)(F)F)cc3)ccc2O[C@H]1CN(C)C(=O)NC1CCCCC1	-0.2
C[C@H]1CN([C@@H](C)CO)C(=O)Cc2cc(NC(=O)Cc3ccccc3)ccc2O[C@@H]1CN(C)Cc1ccncc1	-1.1
Cc1noc(C)c1NC(=O)N(C)C[C@@H]1OCCCC[C@H](C)Oc2ccc(NC(=O)c3ccccc3)cc2C(=O)N([C@@H](C)CO)C[C@@H]1C	-0.4
C/C=C/c1ccc([C@@H]2[C@H](CO)N(C(C)=O)C23CN(S(C)(=O)=O)C3)cc1	0.9
O=C(C[C@H]1C=C[C@@H](NC(=O)c2cccnc2)[C@@H](CO)O1)NCCN1CCCCC1	1.0
C[C@@H]1CN([C@@H](C)CO)C(=O)c2cc(C3=CCCC3)cnc2O[C@@H]1CN(C)C(=O)CN(C)C	0.2
COc1ccc(NC(=O)N(C)C[C@H]2Oc3ccc(NC(=O)Nc4ccc(C(F)(F)F)cc4)cc3CC(=O)N([C@H](C)CO)C[C@H]2C)cc1	-0.5
COCC#Cc1ccc2c(c1)O[C@H](CN(C)S(=O)(=O)c1ccc(F)cc1)[C@@H](C)CN([C@H](C)CO)S2(=O)=O	-1.2
C[C@@H]1CCCCO[C@@H](CN(C)C(=O)C2CCCCC2)[C@@H](C)CN([C@H](C)CO)C(=O)c2cc(NC(=O)Nc3cccc4ccccc34)ccc2O1	-5.4
COc1ccccc1-c1cnc2c(c1)C(=O)N([C@H](C)CO)C[C@H](C)[C@@H](CN(C)C(=O)c1ccncc1)O2	0.2
CO[C@@H](CN(C)C(=O)c1ccc2c(c1)OCO2)[C@H](C)CN([C@H](C)CO)S(=O)(=O)c1ccc(C)cc1	0.4
CO[C@H]1CN(C)C(=O)c2ccc(NC(=O)c3cnccn3)cc2OC[C@H](C)NC[C@H]1C	0.8
C[C@@H](O)C#Cc1ccc2c(c1)O[C@@H](CN(C)Cc1ccccn1)[C@@H](C)CN([C@@H](C)CO)S2(=O)=O	0.0
Cc1ccc(S(=O)(=O)N(C)C[C@@H]2Oc3c(NC(=O)c4nc5ccccc5s4)cccc3C(=O)N([C@@H](C)CO)C[C@@H]2C)cc1	0.4
CO[C@H]1CN(C)C(=O)c2ccc(NC(=O)c3ccc4c(c3)OCO4)cc2OC[C@H](C)NC[C@@H]1C	-0.6
C[C@@H]1CN([C@@H](C)CO)C(=O)c2cccc(NC(=O)c3ccc(-c4nccs4)cc3)c2O[C@H]1CN(C)Cc1ccc(C(=O)Nc2ccccc2N)cc1	-0.9
O=C(Cc1ccncc1)NCC[C@@H]1CC[C@H](NC(=O)C2CC2)[C@H](CO)O1	-1.6
C[C@@H]1CCCCO[C@H](CN(C)C(=O)Nc2ccc(C(F)(F)F)cc2)[C@@H](C)CN([C@H](C)CO)C(=O)c2cc(NC(=O)Nc3ccc(F)cc3)ccc2O1	-0.3
C[C@@H](NC(=O)C[C@H]1CC[C@H](NC(=O)C2CCC2)[C@H](CO)O1)c1ccccc1	0.6
C[C@@H]1CN([C@@H](C)CO)C(=O)c2cc(NC(=O)Cc3cn(C)c4ccccc34)ccc2O[C@@H]1CN(C)Cc1ccc(Cl)c(Cl)c1	0.4
COc1ccc(CN(C)C[C@H]2Oc3c(NS(=O)(=O)c4cccs4)cccc3C(=O)N([C@H](C)CO)C[C@H]2C)cc1	-0.6
C[C@H]1CN([C@@H](C)CO)C(=O)c2cccc(NC(=O)Nc3ccc4c(c3)OCO4)c2O[C@H]1CN(C)C(=O)Nc1ccc(C(F)(F)F)cc1	-2.0
O=C(C[C@H]1C[C@@H]2c3cc(NC(=O)NC4CCCC4)ccc3O[C@@H]2[C@H](CO)O1)NCc1ccc(Oc2ccccc2)cc1	-0.6
C[C@H](CO)N1C[C@H](C)[C@@H](CN(C)C(=O)c2ccccn2)Oc2ncc(C#Cc3ccccn3)cc2C1=O	-0.1
C[C@H]1CN([C@@H](C)CO)C(=O)c2cccc(NC(=O)C3CCCCC3)c2O[C@H]1CN(C)C(=O)Nc1cccc2ccccc12	0.9
COc1ccc2c3c(n(C)c2c1)[C@@H](CO)N(Cc1cccnc1)CC31CN(C(=O)c2cccnc2)C1	-1.5
CCCC(=O)Nc1ccc2c(c1)C(=O)N(C)[C@H]1CC[C@H](CC(=O)NCc3ccccc3Cl)O[C@H]1CO2	0.5
C[C@H]1CN([C@@H](C)CO)C(=O)c2cc(NC(=O)Nc3ccc(C(F)(F)F)cc3)ccc2O[C@@H]1CN(C)C(=O)NC1CCCCC1	-0.2
COCC(=O)N[C@H]1C=C[C@H](CC(=O)N2CCCCC2)O[C@@H]1CO	-0.3
COc1ccc([Si](C)(C)[C@@H]2[C@@H](CCO)O[C@]3(C(=O)N(c4ccccc4)c4ccccc43)[C@H]2C)cc1	0.8
Cc1noc(C)c1S(=O)(=O)N(C)C[C@H]1OCCCC[C@H](C)Oc2ccc(NC(=O)Nc3ccc(C(F)(F)F)cc3)cc2C(=O)N([C@H](C)CO)C[C@H]1C	0.6
COCCNC(=O)C[C@H]1C=C[C@H](NS(=O)(=O)c2ccc(C)cc2)[C@H](CO)O1	1.0
C[C@@H]1CN([C@H](C)CO)C(=O)c2cc(NS(=O)(=O)c3cccs3)ccc2O[C@@H]1CN(C)Cc1ccc(C(=O)Nc2ccccc2N)cc1	-1.0
COc1ccc(NC(=O)N(C)C[C@@H]2OCCCC[C@@H](C)Oc3ccc(NS(=O)(=O)c4cccs4)cc3C(=O)N([C@H](C)CO)C[C@H]2C)cc1	-2.5
O=C(NCC[C@H]1CC[C@@H](NS(=O)(=O)c2ccccc2)[C@H](CO)O1)c1cc(Cl)cc(Cl)c1	-1.8

# Bioassay records (PubChem)

# These rows are one share of the data; the hit share may differ from the screen's.
